Screening results as filed in PubChem.
CIT2-GFP yeast: alters CIT2-GFP fluorescence in TOR pathway yeast screen; S. cerevisiae CIT2-GFP strain, flow cytometry, 3 h; 100 means same as DMSO wells; GFP response vs DMSO, % at 10 µM; 320,000 compounds, 0.065% hits;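 active = GFP response relative to DMSO above a set limit, near the screen mean plus 3 SD, cut at about 150% in these data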;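 also: ratio of well median GFP fluorescence to mean of DMSO wells on the plate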
LAP4 TOR yeast: yeast TOR pathway LAP4-GFP modulation; S. cerevisiae LAP4-GFP multiplex, flow cytometry GFP, 3 h; median GFP as percent of DMSO wells; GFP response vs DMSO, % at 10 µM; 320,000 compounds, 0.34% hits; AID 2023;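 active = GFP response vs DMSO above a set limit, about the screen mean plus 3 SD, cut at about 150% in these data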
Efflux pump mplx: antifungal efflux pump inhibition, Nile Red retention. inhibition, % at 10 µM. S. cerevisiae Candida pump triplex. AID 485275. 330,000 compounds, 0.44% hits;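 active = plate passing quality check with inhibition over a set limit, or well fluorescence over plate mean plus 4 SD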;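 also: Nile Red retained in pooled yeast measured as flow cytometry median fluorescence; 0% = buffer negative control and 100% = Enniatin B positive control; higher means more Nile Red kept so more efflux inhibition; some compounds called inactive have numbers as strong as hits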
AHR activator: activates the human aryl hydrocarbon receptor | P35869 | AHR-responsive luciferase reporter cells, luminescence | activation, % at 5 µM | 320,000 compounds, 2.5% hits | AID 2796; in the data active = activation above about 47%;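 also: 0% = vehicle wells and 100% = reference agonist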
Target sequence (P35869 whole entry, looked up): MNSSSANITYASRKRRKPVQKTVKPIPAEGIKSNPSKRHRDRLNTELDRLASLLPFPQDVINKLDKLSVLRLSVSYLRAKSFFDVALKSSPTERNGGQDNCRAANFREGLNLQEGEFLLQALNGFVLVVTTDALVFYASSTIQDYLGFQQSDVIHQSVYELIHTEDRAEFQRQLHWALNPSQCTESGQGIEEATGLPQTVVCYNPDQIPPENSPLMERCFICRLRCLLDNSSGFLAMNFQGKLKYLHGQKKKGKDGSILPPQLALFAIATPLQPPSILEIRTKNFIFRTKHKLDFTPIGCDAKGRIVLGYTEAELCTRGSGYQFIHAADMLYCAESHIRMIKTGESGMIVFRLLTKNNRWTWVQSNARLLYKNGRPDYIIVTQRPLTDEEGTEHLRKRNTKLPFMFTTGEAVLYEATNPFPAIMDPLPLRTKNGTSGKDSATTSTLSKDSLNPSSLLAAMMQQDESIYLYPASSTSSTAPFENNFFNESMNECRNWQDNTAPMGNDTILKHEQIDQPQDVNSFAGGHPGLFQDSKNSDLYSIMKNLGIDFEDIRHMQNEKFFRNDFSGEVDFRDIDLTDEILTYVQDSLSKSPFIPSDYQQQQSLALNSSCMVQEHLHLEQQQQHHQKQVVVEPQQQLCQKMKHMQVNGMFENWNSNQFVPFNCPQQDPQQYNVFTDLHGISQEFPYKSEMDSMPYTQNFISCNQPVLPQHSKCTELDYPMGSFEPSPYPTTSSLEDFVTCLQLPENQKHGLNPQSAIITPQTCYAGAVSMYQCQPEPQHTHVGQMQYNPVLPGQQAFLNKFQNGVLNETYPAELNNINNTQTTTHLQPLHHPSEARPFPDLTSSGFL
AGP1-GFP MLPCN: yeast TOR pathway AGP1-GFP modulation; 320,000 compounds, 0.02% hits; S. cerevisiae AGP1-GFP multiplex flow cytometry, 3 h; GFP as percent of DMSO wells; GFP response vs DMSO, % at 10 µM; AID 2066;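 active = GFP response relative to DMSO above a set limit, near screen average plus 3 SD, cut at about 150% in these data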;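 also: median GFP channel fluorescence of the gated AGP1 strain per well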
CR mimetic SO: yeast age-related superoxide inhibition as caloric restriction mimetic | S. cerevisiae aged cells, superoxide DHE fluorescence; stronger effect = lower value | superoxide response (% of plate mean), % at 10 µM | 330,000 compounds, 0.18% hits;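 active = superoxide response under a set limit, about three screen SD below normal, cut at about 65% in these data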;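 also: yeast aged for seven days with compound at 30 °C before DHE staining; 100% = average MFI of all compound-treated wells on the plate with controls excluded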
RPL19A-GFP yeast: alters RPL19A-GFP fluorescence in TOR pathway yeast screen; 330,000 compounds, 0.3% hits; S. cerevisiae RPL19A-GFP strain, flow cytometry, 3 h; stronger effect = lower value; percent response vs DMSO, % at 10 µM;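 active = percent response vs DMSO below 50%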;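 also: median channel GFP fluorescence of the barcoded RPL19A-GFP strain; ratio of sample median GFP to plate DMSO average so 100% = DMSO; lower means less RPL19A-GFP as with rapamycin TOR inhibition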
MEP2-GFP yeast: yeast TOR pathway MEP2-GFP modulation; GFP response vs DMSO, % at 10 µM; S. cerevisiae MEP2-GFP strain, flow cytometry GFP, 3 h; 100% = DMSO control level; 330,000 compounds, 0.51% hits;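 active = GFP response versus DMSO above a set limit, roughly screen mean plus 3 SD, cut at about 180% in these data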;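 also: median GFP fluorescence of the barcode-gated MEP2-GFP cells per well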
Active calls of the source: *; · = no result given.

canonical_smiles	CIT2-GFP yeast	LAP4 TOR yeast	Efflux pump mplx	AHR activator	AGP1-GFP MLPCN	CR mimetic SO	RPL19A-GFP yeast	MEP2-GFP yeast
COC(=O)CSc1nc(C)c(C(C)=O)cc1C#N	102.0	98.2	-0.1	-0.1	100.1	92.5	101.1	109.7
Cn1cnnc1SCc1ccccc1[N+](=O)[O-]	98.7	110.1	0.1	-2.4	104.1	112.4	102.5	108.8
COc1ccc(NC(=O)CC2C(=O)NCCN2C(=O)c2ccc(Cl)cc2)cc1 (configuration not stated)	103.0	106.0	0.0	-0.9	104.4	97.2	95.1	95.8
CCOc1ccc(S(=O)(=O)NCCC(=O)OCC(=O)N2CC(=O)Nc3ccccc32)cc1	97.5	113.5	-0.1	0.4	93.1	95.0	95.8	99.0
Cc1cc(NC(=O)CSc2nnc(-c3cccnc3)n2C)no1	98.4	102.0	-0.1	8.6	100.8	94.9	97.0	104.1
O=C1C=C(c2cccc(Br)c2)C[C@@H](c2ccc3c(c2)OCO3)C1	95.6	93.2	-0.1	86.4*	64.3	120.9	100.4	93.6
O=C(COc1cc(F)ccc1[N+](=O)[O-])Nc1ccc(N2CCOCC2)cc1	118.8	113.6	-0.1	-7.1	106.6	102.0	109.2	117.3
Cc1sc2ncn(CCn3cnc4sc(C)c(C)c4c3=O)c(=O)c2c1C	98.7	102.3	0.1	0.7	96.3	99.5	99.6	107.1
COc1ccc(OCC(=O)N2CCN(S(=O)(=O)c3ccc(Cl)cc3)CC2)cc1	108.1	99.4	0.0	0.2	107.8	110.6	104.7	100.8
COc1ccc(CN2CCC(C(=O)c3cccc(Cl)c3)CC2)cc1	107.6	93.4	-0.1	-1.6	105.6	90.7	104.6	109.9
O=C1CC(c2ccco2)CC(O)=C1C=NCCN1CCN(C(=S)Nc2ccccc2)CC1 (configuration not stated)	90.5	106.8	-0.2	0.6	112.5	95.4	96.6	96.0
Cc1c(C(=O)NCc2ccccn2)oc2c(Cl)cccc12	94.8	111.8	0.0	87.3*	93.0	106.8	99.0	100.7
Cc1ccccc1NC(=S)NCCc1ccccn1	96.8	92.4	0.0	0.5	102.6	97.0	99.8	100.0
Oc1ccccc1C(=S)N1CCCCC1	107.3	126.0	0.4	5.2	122.5	114.2	110.5	125.4
CC1(c2nnc(Cc3ccccc3)o2)CC(c2ccc(C#N)cc2)=NO1 (configuration not stated)	83.0	126.6	0.1	1.2	89.0	104.7	96.1	93.7
O=C(CC(C(=O)O)C1CCCO1)Nc1cccc(C(F)(F)F)c1 (configuration not stated)	98.7	91.4	0.0	0.1	98.4	92.7	96.0	89.8
Cn1c(C(=O)Nc2ccccc2)cc2sccc21	95.5	100.5	-0.1	56.5*	·	86.6	93.7	100.2
COC(=O)CCCC(=O)Nc1ccc(Cl)c(Cl)c1	94.2	97.3	0.3	-2.4	98.7	117.9	96.3	92.6
N#CC1=C(N)N2C(=C(C#N)C13CCN(Cc1ccccc1)CC3)Nc1ccccc12	88.8	96.1	0.2	18.2	92.0	92.3	96.8	98.8
Cc1c(NC(=S)N/N=C/c2ccc(N(C)C)cc2)c(=O)n(-c2ccccc2)n1C	105.3	105.1	-0.1	14.0	100.9	99.5	103.6	108.9
Cc1cc(C)nc(/N=C(\NC(=O)C(C)(C)C)Nc2ccccc2)n1	89.5	101.6	0.0	5.9	99.2	95.0	98.0	94.2
Cc1ccc(N(C)S(=O)(=O)c2cccc(C(=O)NCC(c3ccco3)N3CCCC3)c2)cc1 (configuration not stated)	99.5	97.7	-0.1	1.2	97.4	99.1	95.0	97.2
CCNc1nnc(SCC(=O)c2c(N)n(C3CC3)c(=O)[nH]c2=O)s1	100.3	104.9	0.4	1.6	103.1	130.9	111.0	107.5
COc1ccc(N2CC(O)=C(c3nc4ccccc4s3)C2=N)c(OC)c1	110.7	103.0	0.0	3.9	100.8	98.8	105.6	108.0
Cc1cccc(NS(=O)(=O)c2cc(Cl)ccc2Cl)n1	95.6	93.7	0.3	2.4	92.4	93.8	101.5	105.9
CC(C)Nc1nc(N(c2ccccc2)c2ccccc2)nc(-n2ccnc2)n1	92.9	91.7	0.2	1.3	101.6	103.7	98.5	103.4
COc1ccc(OCCn2cnc(Cl)c2Cl)cc1	94.8	104.4	0.1	-2.2	98.8	85.6	97.8	102.0
COc1ccc(C(=O)CSc2nnc(CN3CCCC3)n2-c2ccc(F)cc2)c(OC)c1	102.8	89.1	0.0	0.2	98.5	98.3	108.0	102.4
O=S(=O)(NCCN1CCOCC1)c1ccc2ccccc2c1	89.4	90.8	-0.1	1.5	88.9	77.2	87.7	94.2
Cc1cccc(Nc2nnc(SCC(=O)NCc3cccs3)s2)c1C	94.1	89.3	-0.1	12.6	95.9	107.4	100.8	103.8
COc1cc(NC(=S)Nc2cccnc2)cc(OC)c1OC	94.4	103.1	0.0	34.7	105.2	94.8	97.9	100.7
O=C(CSc1nnc(CCCO)n1-c1ccccc1)NCCc1ccccc1	79.3	79.3	0.0	-0.6	84.4	97.5	115.0	95.5
Cc1ccc(CNC(=O)c2ccc(CNS(=O)(=O)c3ccc4c(c3)C(C)(C)C(=O)N4C)cc2)o1	105.9	105.4	-0.3	1.8	104.2	91.3	101.3	113.6
CNc1nc(-c2c[nH]c3ccccc23)cs1	101.8	109.7	0.0	46.6	108.2	95.1	109.5	97.8
COc1ccc(-c2nn(CCC#N)cc2/C=N/O)cc1	97.9	97.8	0.1	0.9	100.9	97.5	98.6	95.1
Cc1ccc(NC(=O)CCC(=O)c2cccs2)cc1F	94.3	97.8	0.0	4.7	93.2	106.2	98.4	106.3
COc1ccc(NC(=O)c2coc(C)c2)cc1	101.6	102.2	0.1	8.8	97.7	102.2	102.0	114.0
CCOC(=O)c1cnn(-c2nc(C)cc(C)n2)c1N	97.5	102.5	-0.1	0.4	94.5	81.8	91.7	109.1
Cc1nn(-c2ccccc2)cc1C(c1c(N)[nH]c(=S)[nH]c1=O)c1c(N)[nH]c(=S)[nH]c1=O	·	90.1	0.0	0.6	99.0	90.8	89.0	109.6
CN(C)CCCC(=O)c1ccc2c(c1)OCO2	104.7	96.5	-0.1	0.1	104.1	95.2	95.6	97.7
Cn1c(N2CCCCC2)nc2c1c(=O)[nH]c(=O)n2C	99.8	95.7	-0.1	0.3	91.9	92.3	92.8	97.0
CCNC(=O)C(=O)NCC(c1ccc2c(c1)OCO2)N1CCOCC1 (configuration not stated)	104.1	92.8	-0.1	2.5	103.5	82.5	103.7	105.7
CC(C)CN(C)Cc1c(C(=O)N2CCc3ccccc3C2)nc2ccc(Cl)cn12	97.4	106.5	0.1	2.5	102.6	79.5	102.5	102.3
COc1ccc(CN(C(=O)CCC(=O)N2CCCCC2)c2nccs2)cc1OC	109.1	115.4	-0.1	4.2	120.4	105.1	108.0	116.8
CCOc1ccccc1NC(=O)CSc1cn[nH]n1	96.2	101.4	0.1	1.8	112.2	99.3	99.0	99.6
Cc1c(N=NC2=C(O)CC(C)(C)CC2=O)cc2c(c1[N+](=O)[O-])C(C)(C)CC2(C)C	96.6	98.1	0.2	-1.4	102.0	102.9	91.3	89.9
Cc1ccc(-c2nnn(C(C)C(=O)N3c4ccccc4CCc4ccccc43)n2)cc1 (configuration not stated)	93.4	99.4	0.1	3.1	101.8	107.4	97.8	97.0
CN1CCN(CC(=O)NC23CC4CC(CC(C4)C2)C3)CC1	86.3	88.6	0.2	0.7	95.9	117.5	100.7	96.3
CCOc1ccc(S(=O)(=O)N2CCCCC2)cc1NC(=O)CC1OC(=O)c2ccccc21 (configuration not stated)	108.0	104.5	-0.1	-0.8	104.9	102.1	102.5	101.9
O=C(Nc1cnc2sccn2c1=O)c1ccccc1Cl	94.1	101.3	0.0	36.8	98.0	91.0	95.3	99.6
O=C(Nc1ccc(S(=O)(=O)Nc2ncccn2)cc1)c1ccc(N2CCCC2=O)cc1	108.3	106.0	-0.2	3.2	107.1	88.6	100.6	102.5
Nc1cc(-c2ccc(Cl)cc2)nn1S(=O)(=O)c1cccc2nsnc12	93.2	100.5	0.3	28.4	100.9	107.9	99.0	109.7
Cc1ccc(-c2[nH]n3c(=O)c4c(nc3c2C)CCCC4)cc1	98.6	103.1	0.0	12.2	106.9	114.9	106.1	106.5
COCCn1c(N)c(N(Cc2ccccc2)C(=O)C2=COCCO2)c(=O)[nH]c1=O	117.4	107.1	0.0	-1.2	103.1	·	104.6	109.7
CCCC1CC(c2csc(N)n2)CCO1 (configuration not stated)	105.1	97.5	0.0	-1.2	103.6	82.1	100.5	102.2
Cc1cc(C)c(NC(=O)CSc2ccc(-c3cccnc3)nn2)c(C)c1	104.7	107.3	-0.1	32.4	106.0	100.1	101.7	105.1

(list continues)
canonical_smiles	CIT2-GFP yeast	LAP4 TOR yeast	Efflux pump mplx	AHR activator	AGP1-GFP MLPCN	CR mimetic SO	RPL19A-GFP yeast	MEP2-GFP yeast
O=C(CCN1C(=O)c2ccncc2C1=O)Nc1ccc2c(c1)OCCO2	91.5	92.5	0.1	8.3	93.5	120.3	94.6	98.3
Cc1ccc(Cl)cc1N1CCN(Cc2nc3ccsc3c(=O)[nH]2)CC1	96.1	97.2	0.1	1.9	93.8	110.0	98.1	102.6
CCOc1ccccc1N1CCN(C(=S)Nc2ccc(S(=O)(=O)Nc3ncccn3)cc2)CC1	99.6	96.3	-0.1	0.5	98.7	96.7	100.9	95.7
Cc1cc(/C=C2/NC(=O)NC2=O)c(C)n1-c1ccc(C#N)cc1	102.7	100.7	0.1	45.3	105.7	94.3	93.5	97.2
O=C(O)c1ccccc1C(=O)Nc1nccs1	104.6	100.7	0.0	1.2	107.9	95.9	103.7	102.3
O=C(N/N=C/c1sc(N2CCCCC2)nc1-c1cccs1)C1CC1	94.7	94.0	-0.1	67.6*	93.3	102.7	103.6	91.4
Clc1ccc(CNc2ccc3nnc(-c4ccccc4)n3n2)cc1	98.3	102.9	-0.3	13.1	95.9	100.5	97.7	100.3
Cc1ccc(-c2nn3c(C)nnc3s2)cc1NC(=O)c1ccc(OC(C)C)cc1	95.8	99.2	0.1	15.0	98.3	93.1	99.7	102.7
CCc1cc(=O)oc2cc(C)cc(OCC(=O)NCCCn3ccnc3)c12	106.4	93.7	0.0	46.4	97.5	106.4	96.5	112.8
CCOc1ccccc1-n1c(SCC(=O)NC(C)(C)C)nnc1-c1ccoc1C	100.0	91.7	0.0	0.9	100.5	101.0	96.6	98.3
COc1ccc(S(=O)(=O)N2CCOC23CCN(C(=O)c2ccc(Cl)cc2Cl)CC3)cc1	87.3	89.1	0.1	2.1	95.7	120.7	88.9	96.2
CCN1C(=O)[C@@H]2[C@@H](c3ccc(-c4ccc(C(C)=O)cc4)cc3)N3CCC[C@@]3(C(=O)OC)[C@@H]2C1=O	88.8	100.7	-0.1	1.0	93.5	94.9	103.3	94.9
CC(C)C(NS(=O)(=O)c1cccc2nsnc12)C(=O)NC1CCCCC1C (configuration not stated)	112.5	100.2	-0.2	-0.7	102.7	108.5	97.3	116.4
COCCNC(=S)NNc1cccc(C(=O)O)c1	107.8	104.0	0.0	2.2	106.9	99.2	104.3	107.4
O=C(CC1NC(=S)NC1=O)c1ccc(Cl)cc1 (configuration not stated)	91.0	105.0	0.5	0.2	101.0	106.4	92.6	97.5
